Bioassay records as filed in PubChem BioAssay.
EBI2 block = EBI2 (human) antagonism; inhibition, % at 5 µM; EBI2 beta-arrestin recruitment, luminescence, 7a,25-OHC stimulated; 360,000 compounds, 0.81% hits; in the data active = inhibition above about 38%;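 note: enzyme fragment complementation signal reports receptor beta-arrestin coupling in cells; 0% = agonist plus DMSO wells and 100% = wells without agonist; some results beyond the cut were filed as inactive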
CCR6 antagonist = blocks CCL20-driven beta-arrestin recruitment at human CCR6. P51684. CHO-K1 CCR6 PathHunter beta-arrestin, luminescence, CCL20-stimulated. inhibition, % at 20 µM. 340,000 compounds, 0.49% hits. AID 493098;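 active = compounds whose inhibition of the agonist-driven luminescence signal at 20 µM reaches about 50%, limit read from the data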;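 note: cells stimulated with CCL20 at 14 nM final; plate controls were DMSO with CCL20 for no effect and DMSO without agonist for full effect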
APJ antag = antagonists of human APJ apelin receptor. P35414. CHO-K1 APJ beta-arrestin complementation, luminescence. inhibition, % at 20 µM. 330,000 compounds, 0.32% hits;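 active = inhibition above about 40% at 20 µM, limit read from the data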;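 note: cells challenged with 10 nM apelin-13 agonist together with compound; plate controls were apelin-13 plus DMSO wells for no effect and DMSO wells lacking apelin-13 for full effect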
Target sequence (P35414 whole entry, looked up): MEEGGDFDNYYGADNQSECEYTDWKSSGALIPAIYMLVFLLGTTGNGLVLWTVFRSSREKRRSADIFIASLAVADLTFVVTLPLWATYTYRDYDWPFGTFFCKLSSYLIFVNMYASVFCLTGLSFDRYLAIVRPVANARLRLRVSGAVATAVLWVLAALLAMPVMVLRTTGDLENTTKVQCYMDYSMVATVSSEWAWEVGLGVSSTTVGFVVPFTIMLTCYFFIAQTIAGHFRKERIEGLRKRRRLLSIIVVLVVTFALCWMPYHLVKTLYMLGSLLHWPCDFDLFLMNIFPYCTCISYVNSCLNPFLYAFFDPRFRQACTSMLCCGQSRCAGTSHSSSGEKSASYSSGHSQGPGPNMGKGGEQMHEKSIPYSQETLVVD
ATG4B inh = ATG4B (human) cysteine protease inhibition. Q9Y4P1. ATG4B cleavage of LC3-PLA2, NBD-HPC fluorescence, 1 h. inhibition, % at 8.33 µM. 340,000 compounds, 0.51% hits. AID 504462; in the data active = inhibition above about 40%
Target sequence (Q9Y4P1 whole entry, looked up): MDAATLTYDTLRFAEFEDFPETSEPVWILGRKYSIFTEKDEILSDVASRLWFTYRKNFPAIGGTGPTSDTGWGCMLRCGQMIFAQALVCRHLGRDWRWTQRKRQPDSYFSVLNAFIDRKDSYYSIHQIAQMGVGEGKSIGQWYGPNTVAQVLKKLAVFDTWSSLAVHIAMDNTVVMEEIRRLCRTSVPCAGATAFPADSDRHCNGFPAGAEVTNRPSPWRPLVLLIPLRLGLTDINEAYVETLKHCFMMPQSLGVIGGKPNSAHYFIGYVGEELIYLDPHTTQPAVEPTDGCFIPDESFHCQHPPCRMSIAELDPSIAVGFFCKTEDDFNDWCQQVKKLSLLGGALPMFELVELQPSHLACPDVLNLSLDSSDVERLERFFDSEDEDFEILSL
CXCR6 inh = blocks human CXCR6 beta-arrestin recruitment. O00574. CHO-K1 PathHunter CXCR6 beta-arrestin, luminescence. inhibition, % at 20 µM. 360,000 compounds, 0.36% hits; in the data active = inhibition above about 34%, passing the limit was not always enough;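 note: antagonist mode with CXCL16 agonist at 10 nM final; 0% = 10 nM CXCL16 with DMSO and 100% = unstimulated wells without agonist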
UBC13 polyUb = human UBC13 polyubiquitination inhibition. P61088. 330,000 compounds, 0.47% hits. inhibition, % at 20 µM. AID 485273. UBC13 polyubiquitin chain formation, TR-FRET; in the data active = inhibition above about 45%, passing the limit was not always enough
Target sequence (P61088 whole entry, looked up): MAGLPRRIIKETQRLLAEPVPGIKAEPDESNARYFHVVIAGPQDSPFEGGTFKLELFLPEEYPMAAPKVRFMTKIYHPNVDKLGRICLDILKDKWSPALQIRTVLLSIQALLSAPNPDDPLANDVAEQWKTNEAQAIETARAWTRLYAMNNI
APJ agonist = activates the human apelin receptor APJ | CHO-K1 APJ PathHunter beta-arrestin, luminescence; 0% DMSO wells, 100% apelin | activation, % at 20 µM | 330,000 compounds, 0.11% hits | AID 2520;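 active = activation more than six SD over the plate average, tested at 20 µM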;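 note: 0% = DMSO alone and 100% = apelin-13 at 10 nM; some results filed as inactive read as strong as hits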
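Assay system: engineered CHO-K1 APJ arrestin reporter cells; Amount: 1000 CHO-K1 reporter cells seeded per well; Dosing: one dose, 20 µM compound, 1% DMSO; Times: compound stimulation 90 min at 25 °C, detection 60 min; Measured by: luminescent beta-gal fragment complementation, chemiluminescent substrate; Read-out: APJ–arrestin association signal; Controls: DMSO vs Apelin-13 10 nM.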
Gli-Sufu antag = antagonists of Gli-Sufu signaling; Sufu-KO-LIGHT fibroblasts, Gli luciferase reporter luminescence; inhibition, % at 5 µM; AID 588413; 340,000 compounds, 0.74% hits;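 active = inhibition above about 55%, limit read from the data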;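 note: 0% = DMSO-treated cells and 100% = wells with medium but no cells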
The depositor's hits bear a star; / = no result given.

Molecule	CXCR6 inh	APJ antag	EBI2 block	CCR6 antagonist	APJ agonist	ATG4B inh	Gli-Sufu antag	UBC13 polyUb
CC(C)=NN1C(c2nonc2N)=NOC1(C)C	2	1	-2	2	0	-9	-2	5
CCn1cc(C(=O)NP(=O)(Nc2ccc(C)cc2)Nc2ccc(C)cc2)c2ccccc21	0	5	9	7	-3	-5	-4	9
O=C1CSC(c2ccc3c(c2)OCO3)N1c1ccc(Oc2ccccc2)cc1 (stereo unspecified)	2	9	19	14	-1	17	10	-2
CC1CCCc2sc3ncn(N)c(=N)c3c21 (stereo unspecified)	2	-8	1	8	-3	-3	2	8
CN(Cc1ccccc1)C(=O)c1cccc(NC(=O)Cc2cccc([N+](=O)[O-])c2)c1	1	14	0	17	-1	35	6	22
CCOC(=O)[C@H]1[C@H]2COc3ccc(Cl)cc3[C@@H]2N2C(=O)c3cc(F)ccc3NC(=O)[C@@]12C	10	-1	-4	14	1	-11	10	4
COc1ccc(NC(=O)C2CC(=O)N(C(C)C)C2)cc1 (stereo unspecified)	5	0	-3	-7	-3	-11	0	10
COc1ccc(CCN2C(=O)C(Oc3ccccc3C)C2c2ccc3c(c2)OCO3)cc1 (stereo unspecified)	6	-21	55*	17	-2	-3	-5	-9
COc1ccc(NC(=O)C2CCCO2)c(OC)c1 (stereo unspecified)	2	2	3	1	5	1	-4	-4
CN(C)S(=O)(=O)N(CC(=O)N1CCN(Cc2ccccc2)CC1)c1ccccc1	-2	6	0	1	-1	-10	7	-5
O=C1CCN(CCc2ccccc2)CCN1[C@H](CO)Cc1ccccc1	4	-66	0	-4	-1	-6	-2	-11
NC(=O)CC[C@@H]1NC(=O)[C@@H]2CCCN2C(=O)c2cc([N+](=O)[O-])cc(I)c2NCCCC[C@@H](C(=O)NC(CC(=O)O)C(N)=O)NC1=O (stereo partly specified)	15	10	9	-5	-2	1	2	0
O=C(c1ccc(COc2ccc(F)cc2)o1)n1cccn1	-2	15	11	-11	-1	-16	32	9
COc1ccccc1N1CCN(C(=O)c2cc(C3CC3)on2)CC1	0	11	-6	8	0	-14	7	4
CCOC(=O)C1CCN(C(=O)COc2ccc(N(C)S(=O)(=O)c3cccs3)cc2)CC1	8	-17	-2	-8	-4	0	18	-1

Next section, starting with the last 3 of the part before.
Molecule	CXCR6 inh	APJ antag	EBI2 block	CCR6 antagonist	APJ agonist	ATG4B inh	Gli-Sufu antag	UBC13 polyUb
O=C(c1ccc(COc2ccc(F)cc2)o1)n1cccn1	-2	15	11	-11	-1	-16	32	9
COc1ccccc1N1CCN(C(=O)c2cc(C3CC3)on2)CC1	0	11	-6	8	0	-14	7	4
CCOC(=O)C1CCN(C(=O)COc2ccc(N(C)S(=O)(=O)c3cccs3)cc2)CC1	8	-17	-2	-8	-4	0	18	-1
O=C(CSc1nnnn1-c1ccc(C(=O)O)cc1)NC1CCCCC1	-6	20	8	4	1	5	9	-3
Brc1ccc(C2NCCS2)cc1 (stereo unspecified)	1	3	-6	8	0	-5	-11	3
CC(=O)c1cccc(NC(=O)c2ccc(N(C)S(C)(=O)=O)cc2)c1	2	11	-3	13	1	-7	-11	-6
COc1ccc(C2C(C(=O)c3ccco3)=C(O)C(=O)N2CC2CCCO2)cc1 (stereo unspecified)	-5	-1	-2	3	2	-7	-14	-6
CCOc1ccc(CCNC(=O)CCc2nnc3ccc(N4CCOCC4)nn23)cc1	-3	9	-5	-2	-2	-1	3	10
CCSc1nnc(NC(=O)c2c(C)noc2C)s1	1	-14	6	-5	1	-2	5	-1
CCN(CC)S(=O)(=O)c1cccc(-c2n[nH]c(=S)n2/N=C/c2ccc(C(=O)OC)cc2)c1	10	1	9	27	3	-14	4	-23
O=C(c1cc(COc2ccc(F)cc2F)on1)N1C[C@H]2CC[C@H]1C2	-4	4	-2	3	-1	29	-16	-8
COc1ccc(-c2csc3nc[nH]c(=O)c23)cc1OC	-2	2	1	8	-3	-4	1	2
CSc1ccccc1NC(=O)CSc1cccc[n+]1[O-]	-8	4	-6	0	-2	0	5	-2
COc1nc(C)nc(C)c1Oc1ccc(Cl)cc1Cl	-4	-16	1	13	1	-5	1	-2
Cc1c(NC(=O)C(C)OC(=O)c2ccc(Br)o2)c(=O)n(-c2ccccc2)n1C (stereo unspecified)	-2	-10	-12	-13	-1	1	6	-9
N#Cc1cccc(S(=O)(=O)NCC(=O)NCc2ccc3c(c2)OCO3)c1	-2	-16	-4	8	-4	0	-7	-5
CC(C)n1cc(/C=C/c2cc[n+](C)cc2)c2ccccc21	0	-1	-11	15	1	-10	71*	-261
O=C(c1[nH]ncc1-c1cccc(Br)c1)C1CO1 (stereo unspecified)	0	-17	5	-4	-2	-9	-2	7

The listing continues.
Molecule	CXCR6 inh	APJ antag	EBI2 block	CCR6 antagonist	APJ agonist	ATG4B inh	Gli-Sufu antag	UBC13 polyUb
N=c1c(S(=O)(=O)c2ccccc2)cc2c(=O)n3ccccc3nc2n1Cc1ccco1	6	4	15	16	-2	-5	2	5
Cn1c(CCN2CCN(c3ccccn3)CC2)nc2cc(NS(=O)(=O)c3ccc(Cl)cc3)ccc21	-13	1	-2	-3	-2	-15	29	11
Cn1c(SCC(=O)N2CCCc3ccccc32)nnc1-c1ccccc1	0	16	-13	-2	0	-2	-5	5
O=C(N/N=C/c1ccc([N+](=O)[O-])o1)c1cc(-c2ccncc2)nc2ccccc12	-4	-78	0	16	4	-7	30	19
O=C(CSc1nc2ccccc2o1)N/N=C/c1ccco1	0	31	-15	3	-5	-3	6	-2
CC(=O)Nc1ccc(C2NC(=S)N(c3ccccc3C(F)(F)F)C(C)=C2C(=O)N2CCOCC2)cc1 (stereo unspecified)	2	10	4	0	0	-3	11	-5
COc1cccc(-c2nc(-c3ccncc3)no2)c1	4	-3	3	11	-1	5	-122	5
CC1=C(C(=O)OC2CCCCC2)C(c2ccc(F)cc2)NC(=O)N1 (stereo unspecified)	3	2	-14	17	-3	-7	34	5
Nn1cnn(Cc2ccccc2)c1=S	5	-1	-6	-14	-2	-7	-13	-3
CCC1CCCCN1CCCNC(=O)C(C)n1nc(C)c2sc3ccccc3c2c1=O (stereo unspecified)	7	5	9	14	-5	-1	8	8
OCCNCC1(O)C2CC3CC(C2)CC1C3 (stereo unspecified)	1	12	-5	2	-3	0	4	-5
CC1CCN(c2oc(-c3ccccc3F)nc2C#N)CC1	-9	12	-8	14	-4	2	-15	24
CN(C(=O)CSc1ncc(C(F)(F)F)cc1Cl)c1c(N)n(Cc2ccccc2)c(=O)[nH]c1=O	5	26	6	2	4	-2	2	12
Cc1cc(SCC(=O)NN)c2cc(Br)ccc2n1	-10	4	3	10	-1	0	2	6
COCc1ccc(C(=O)NC(C)c2cnn(-c3ccccc3C)c2C)o1 (stereo unspecified)	3	12	-2	-7	-2	25	5	4

Further compounds:
Molecule	CXCR6 inh	APJ antag	EBI2 block	CCR6 antagonist	APJ agonist	ATG4B inh	Gli-Sufu antag	UBC13 polyUb
COc1ccc(Cl)cc1-c1nc(-c2ccc(NC(=O)c3ccncc3)cc2)no1	-8	-5	3	-11	0	-11	6	10
COc1cc(C(=S)N2CCOCC2)ccc1OC(=O)c1cc([N+](=O)[O-])c(C)c([N+](=O)[O-])c1	-3	-27	14	-5	1	-7	-3	19
CSc1ccc(/C=C2\C(=N)N3N=C(CC(=O)N4CCCCC4)SC3=NC2=O)cc1	14	24	1	14	-3	15	0	-7
CN(C)S(=O)(=O)N1CCCC(C(=O)c2ccc(-c3ccccc3)cc2)C1 (stereo unspecified)	-3	14	14	15	0	10	-4	-1
CCCCc1ccc(N=N/C(C(=O)Nc2cc(OC)c(NC(C)=O)cc2OC)=C(/C)O)cc1	-9	16	1	-4	-2	-17	64*	4
Cc1ccc(C(=O)Nc2ccc(N3CCOCC3)nc2)cc1	3	14	-2	-1	-4	-3	-20	1
COc1ccc(C(=O)N2CCC(n3c(C)nc4cc(F)ccc43)CC2)cc1	-1	-2	5	-5	-2	0	17	-1
C=CCc1ccccc1OCC(O)CN1CCOCC1 (stereo unspecified)	3	1	-1	5	-4	-5	-19	9
O=C(Cn1cccn1)N1CCCC(Nc2ccc(F)c(F)c2)C1 (stereo unspecified)	0	18	-8	11	1	14	-6	0
COc1ccccc1CNc1ccc(CNc2ncn[nH]2)cc1	-1	9	6	17	-2	1	-6	6
O=C(CSc1nnc(NC(=O)C2CC2)s1)NCc1ccccc1	2	10	-16	5	-2	-5	-3	5
Nc1ccc(C(=O)Nc2ccc(NC(=O)c3ccco3)c(O)c2)cc1	-12	-2	-15	-10	-2	4	0	-14
CCCCN1C(=O)C(C(=O)OCc2ccccc2)CC2=C1CCCC2=O (stereo unspecified)	2	/	-8	-1	/	0	6	/
O=C(CCc1ccccc1)Nc1cccc([N+](=O)[O-])c1	-2	15	14	11	-2	1	27	-4
COc1ccccc1C(c1nnnn1Cc1ccco1)N1CCN(c2cccc(C)c2C)CC1 (stereo unspecified)	16	20	31	16	-3	2	20	-12

Next section:
Molecule	CXCR6 inh	APJ antag	EBI2 block	CCR6 antagonist	APJ agonist	ATG4B inh	Gli-Sufu antag	UBC13 polyUb
COc1cc(/C=N/Nc2nncc3ccccc23)cc(OC)c1OC	-3	-2	-17	-1	0	-11	-72	-15
CC(C)CCOc1ccc(C(=O)NN2C(=O)NC3(CCCCC3)C2=O)cc1	1	6	6	9	0	-6	-7	0
Oc1ccc(/C=C/c2ccc3ccccc3n2)cc1	-12	-11	15	-2	-1	-23	-31	-2
O=C(COC(=O)c1ccc(Cl)c(S(=O)(=O)N2CCCC2)c1)NC1CCCCC1	6	4	6	0	-3	-9	3	3
Cn1ncc(Cl)c1C(=O)N1CCOCC1	2	-15	-17	12	-2	-7	-5	6
COc1ccc(C(=O)N(C)Cc2ccc(OC)c(OC)c2OC)cc1S(=O)(=O)N1CCOCC1	-11	/	-8	11	/	0	5	/
O=C(NC(=S)NCc1cccnc1)c1cc(Br)ccc1Cl	5	8	-12	6	-1	6	-25	-4
Cc1cc2c3c(c1)C(C)CC(C)(C)N3C(=O)C2=C(C#N)C#N (stereo unspecified)	-12	-44	-2	-2	5	-9	2	-2
Cc1ccc(-c2nnc(NC(=O)c3ccco3)s2)cc1	1	-2	6	-2	1	6	-29	9
CCOC(=O)Cc1c(Cl)c2ccccc2[nH]c1=O	2	-23	-6	7	-3	-5	-5	1
O=C(CN1CCN(S(=O)(=O)c2cc(C(F)(F)F)ccc2Cl)CC1)N1CCc2ccccc2C1	0	-37	13	4	-2	-4	-7	17
CC(C)c1c(O)ccc2c1CC[C@H]1C(C)(C)CCC[C@]21C	-4	/	53*	48	/	6	-3	/
COc1ccccc1NC(=O)Nc1nc(CC(=O)N2CCN(c3ccccc3)CC2)cs1	-15	-18	-1	4	5	-9	7	-3
Cc1cc(C(=O)Nn2c(C)nc3ccccc3c2=O)ccc1[N+](=O)[O-]	-8	5	0	12	-3	-7	-2	9
CCN(CC)CCCNC(=O)CCc1c(C)n(CC)c2cc(-c3ccccc3OC)nn2c1=O	6	7	-4	-10	-2	4	4	8

The listing continues.
Molecule	CXCR6 inh	APJ antag	EBI2 block	CCR6 antagonist	APJ agonist	ATG4B inh	Gli-Sufu antag	UBC13 polyUb
O=C(CCNC(=O)Cn1ccc2ccccc2c1=O)NCCN1CCc2ccccc2C1	1	-9	-9	-6	9	-6	1	0
Cc1cc(NC(=O)c2cc(-c3ccc4c(c3)OCO4)on2)n(-c2ccccc2)n1	2	23	2	0	-4	-15	2	16
COC(=O)c1[nH]c2cc(OC)ccc2c1N	-5	-29	-4	-19	6	1	-10	-6
COc1ccc(C(=O)CC(Nc2ccc([N+](=O)[O-])cc2)c2ccc(OC)cc2)cc1 (stereo unspecified)	19	15	37	26	-5	-1	0	6
O=C1C=CC2=C3c4cc(O)c(O)cc4CC3(O)COC2=C1O (stereo unspecified)	13	/	-8	29	/	4	0	/
